Bioassay records deposited in PubChem by several laboratories.
CaV13 ICDI inh: Disruptors of the CACNA1D IQ motif to Ca2+-dependent inactivation inhibitor domain association, primary screening, Förster resonance energy transfer in intact living …; inhibition, % at 12.3 µM; AID 743397; actives 0.098% (n = 340,000); HEK cells, CFP/YFP FRET ICDI-IQ, plate reader, 10 min; percent FRET-ratio fall versus neutral wells;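 active = mean replicate inhibition of at least 30% and at least 1% of replicates passing that level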;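 also: 0% = median of the neutral control wells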
PDI inh: blocks human protein disulfide isomerase activity | inhibition, % at 10 µM | AID 588391 | P07237 | actives 0.052% (n = 350,000) | PDI insulin aggregation turbidity, A650, 90 min;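 active = mean inhibition across replicates of 30% or more, whatever share of single replicates reach that level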;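 also: absorbance from insulin aggregation driven by PDI reduction with DTT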
Target sequence (P07237 whole entry, looked up): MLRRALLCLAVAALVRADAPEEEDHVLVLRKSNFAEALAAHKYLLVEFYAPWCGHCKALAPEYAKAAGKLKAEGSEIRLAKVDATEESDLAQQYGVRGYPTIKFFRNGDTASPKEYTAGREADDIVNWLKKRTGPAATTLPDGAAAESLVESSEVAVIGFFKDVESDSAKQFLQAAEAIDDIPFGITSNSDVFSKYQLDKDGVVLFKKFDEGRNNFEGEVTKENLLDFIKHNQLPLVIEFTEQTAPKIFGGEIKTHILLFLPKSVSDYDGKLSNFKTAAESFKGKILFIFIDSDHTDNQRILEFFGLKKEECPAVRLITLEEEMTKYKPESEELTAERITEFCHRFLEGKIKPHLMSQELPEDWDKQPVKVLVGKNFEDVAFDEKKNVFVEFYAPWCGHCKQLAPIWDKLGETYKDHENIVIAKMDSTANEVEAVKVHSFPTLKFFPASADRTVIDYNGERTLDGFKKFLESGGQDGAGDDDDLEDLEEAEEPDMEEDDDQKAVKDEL
aDG glyco up: alpha-DG glycosylation activation | actives 0.22% (n = 360,000) | activation, % at 10 µM | Pro5-aDG cells, alpha-DG glycosylation AlphaScreen (IIH6); 0% Pro5, 100% B10-LARGE cell signal;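 active = activation of at least 8% versus controls, or a plate z-score of at least 8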;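 also: Pro5 are CHO cells carrying HIG-tagged alpha-DG that lacks glycosylation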
Vif inh: inhibitors of HIV Vif. AID 602346. inhibition, % at 7.49 µM. HEK293T cells, Vif self-association by quenched fluorescence, imaging, 24 h. actives 0.35% (n = 340,000); in the data active = inhibition above about 50%, passing the limit was not always enough; also: some results filed as inactive read as strong as hits
iPSC survival up: hiPSC single-cell survival enhancement; ATPlite luminescence; 100% = ROCK inhibitor wells, 0% = DMSO; survival enhancement, % at 20 µM; actives 0.044% (n = 360,000); AID 602274; in the data active = survival enhancement above about 18%;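 also: cells exposed to compounds for 16 hours before the ATP read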
ABCB6 inh MLPCN: blocks the human ABCB6 transporter; Q9NP58; K562-ABCB6 porphyrin accumulation, flow cytometry, 1 h; active compounds read low; fluorescence ratio to DMSO, % at 10 µM; actives 0.19% (n = 360,000); AID 602162;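 active = fluorescence ratio to DMSO below 75%, the collection mean minus 3 SD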;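 also: signal is porphyrin accumulated inside mitochondria; 100% equals median channel fluorescence of DMSO control wells; lower ratio means ABCB6 inhibition with less porphyrin fluorescence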
HTR2A ag: mouse HTR2A agonism via beta-arrestin recruitment; AID 624169; CHO-K1 mHTR2A beta-arrestin complementation, luminescence; percent of 30 µM serotonin response; actives 0.66% (n = 360,000); P35363; activation, % at 7.6 µM;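 active = activation above a run cutoff, the mean activation of all tested compounds plus 3 SD, cut at about 14% in these data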;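 also: 0% = plate median of compound wells and 100% = 30 µM serotonin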
Target sequence (P35363 whole entry, looked up): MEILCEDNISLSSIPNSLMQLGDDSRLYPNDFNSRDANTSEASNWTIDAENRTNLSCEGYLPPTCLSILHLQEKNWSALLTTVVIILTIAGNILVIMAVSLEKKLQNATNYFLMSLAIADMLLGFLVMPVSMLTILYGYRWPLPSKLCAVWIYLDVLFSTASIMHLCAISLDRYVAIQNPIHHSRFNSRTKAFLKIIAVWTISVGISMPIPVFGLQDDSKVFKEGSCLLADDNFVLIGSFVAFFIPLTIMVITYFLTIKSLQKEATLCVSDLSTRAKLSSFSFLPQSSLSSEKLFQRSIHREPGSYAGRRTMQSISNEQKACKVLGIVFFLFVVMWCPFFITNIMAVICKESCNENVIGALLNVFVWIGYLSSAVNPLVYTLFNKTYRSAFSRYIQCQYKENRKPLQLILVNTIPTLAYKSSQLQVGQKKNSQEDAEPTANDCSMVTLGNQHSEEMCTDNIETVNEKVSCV
N-glyco inh: blocks N-linked glycosylation in D54 reporter cells; actives 0.23% (n = 360,000); D54 ERlucT glycosylation luciferase reporter, 24 h; percent of 100 nM tunicamycin response; reporter increase, % at 12.5 µM;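 active = mean luciferase reporter signal, scaled so untreated is 0 and the glycosylation-blocking control 100, at or above a set limit in every replicate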;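 also: luciferase carries N-glycosylation sites so blocking glycosylation raises the light; 0% = median of neutral control wells and 100% = median of 100 nM tunicamycin wells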
Exocytosis inh: blocks lytic granule exocytosis | TALL-104 LAMP-1 surface exposure, flow cytometry; cells stimulated with thapsigargin and PMA | inhibition, % at 10 µM | actives 0.66% (n = 360,000);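 active = inhibition above about 55%, limit read from the data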
H9c2 protect: myocardial damage modulation in H9c2 cells | H9c2 cardiomyocytes, H2O2 injury protection, ATPLite, 2 h | protection from H2O2 cell death, % at 20 µM | actives 0.63% (n = 360,000) | AID 588492;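 active = compounds giving at least 50% protection of heart cells from peroxide-induced death in the single-dose screen, raw or plate-pattern-corrected value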;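 also: 0% = DMSO wells with peroxide and 100% = DMSO wells without peroxide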
* hit, by the source's call; · = not tested or not shown.

SMILES | CaV13 ICDI inh | PDI inh | aDG glyco up | Vif inh | iPSC survival up | ABCB6 inh MLPCN | HTR2A ag | N-glyco inh | Exocytosis inh | H9c2 protect
COc1cc(C(=O)N(Cc2cc3ccccc3[nH]c2=O)CC2CCCO2)cc(OC)c1OC (centres undefined) | -3 | 5 | -0.1 | 9 | 2.0 | 99 | 1 | 1 | -2 | 12
O=C(O)CC(C(=O)Nc1cccc(C(F)(F)F)c1)C1CCCO1 (centres undefined) | -6 | -4 | 0.3 | 15 | -2.3 | 102 | 1 | 3 | -2 | -4
Cn1ccc2c(N(c3ccccc3)C3CCCCC3)cc3c(c21)C1CCC3O1 (centres undefined) | · | · | -0.3 | · | 1.1 | 99 | 1 | -4 | -2 | -8
COc1ccccc1NC(=O)Cn1cnc2c(oc3ccccc32)c1=O | -7 | -1 | 0.1 | -1 | -0.7 | 96 | -10 | 3 | 0 | 24
CCOc1cc(/C=C(\C#N)C(=O)Nc2cccc(C(=O)O)c2)ccc1OCc1ccc(Br)cc1 | -5 | -1 | 0.1 | 16 | -0.3 | 92 | 4 | -1 | 14 | -6
OC(c1ccccc1)c1nc(-c2cc(F)cc(F)c2)cs1 (centres undefined) | -6 | -3 | 0.0 | 3 | 1.1 | 100 | 1 | -2 | 0 | -10
CC(=NCc1ccco1)c1c(C)[nH]n(-c2nc3ccccc3s2)c1=O | · | -4 | -0.1 | -4 | -1.4 | 98 | 6 | -11 | 0 | -11
O=S1(=O)CC(O)C(N(CCO)C(=S)Nc2ccccc2)C1 (centres undefined) | -4 | -4 | -0.1 | -3 | -0.4 | 102 | 0 | 1 | -4 | -1
OCCn1c(CSc2nc3ccccc3n2CCO)nc2ccccc21 | · | -3 | 2.4 | 1 | 1.0 | 100 | -2 | 1 | -2 | 12
Cc1n[nH]c2ccccc2c1=O | -6 | -9 | -0.1 | 9 | -2.0 | 98 | 1 | 4 | 7 | 0
COc1ccc(C)cc1NC(=O)CSc1nnc2ccc(-c3cccnc3)nn12 | -5 | -2 | 0.0 | -5 | -0.3 | 105 | 5 | -1 | 6 | -8
CCN(CC)C(=O)c1cc(-c2ccccc2OC)on1 | -4 | 2 | 0.0 | 6 | -1.1 | 102 | 2 | 2 | 2 | 6
COC(=O)c1ccc(COc2ccccc2/C=N/Nc2cccc(C(=O)O)c2)cc1 | -7 | 0 | 0.0 | 13 | 2.5 | 100 | 0 | -3 | -2 | 18
O=C(CSc1cccc[n+]1[O-])Nc1ccc2c(c1)OCO2 | -8 | 3 | 0.3 | -4 | 0.4 | 100 | 9 | 4 | -1 | 3
CCN(CC)CCN(C(=O)CCOc1ccccc1)c1nc2c(F)cc(F)cc2s1 | -6 | 0 | 0.1 | · | 1.7 | 100 | 4 | 0 | 52 | 7
CC(OC(=O)CCc1nc2ccccc2c(=O)[nH]1)C(=O)Nc1ccc2c(c1)OCO2 (centres undefined) | -5 | -3 | 0.0 | · | -0.7 | 100 | 0 | -1 | -8 | 50*
CCCn1nnnc1NCc1ccc(C(C)C)cc1 | -20 | 2 | 0.2 | 1 | 2.1 | 100 | 5 | 4 | 2 | -1
O=[N+]([O-])c1ccc(OCCn2cncn2)cc1 | -19 | 1 | -0.1 | -11 | -0.5 | 63* | 9 | 1 | -4 | 9
Cc1ccnc2nc(C(=O)OCC(=O)NCc3cccc(Cl)c3)nn12 | -3 | 19 | 0.1 | 5 | -0.5 | 96 | 6 | 4 | -1 | 4
Cc1cc(C)cc(NC(=O)CSc2nc(N)c(NC(=O)c3ccc(Br)o3)c(=O)[nH]2)c1 | -3 | 2 | 0.1 | -4 | -0.2 | 99 | 3 | 0 | -1 | -1
COCCNC(=O)C1(C)CCCN(C(=O)Cc2ccc3ccccc3c2)C1 (centres undefined) | -5 | 3 | 0.0 | -1 | 0.6 | 103 | 0 | 2 | -1 | 0
COc1ccc(N(C)S(=O)(=O)c2ccc3c(c2)CC(C)N3C(=O)C2CC2)c(OC)c1 (centres undefined) | -3 | -10 | -0.1 | 5 | 0.5 | 107 | -4 | 0 | 2 | -4
COC(=O)c1ccc(Cn2cnc3c(N)ncnc32)cc1 | -4 | 5 | 0.0 | 24 | 0.3 | 91 | 1 | 1 | 11 | 12
COC(=O)C1CCN(C(=O)c2ccc(Cl)c(S(=O)(=O)NCc3ccco3)c2)CC1 | -6 | -4 | 0.1 | 22 | -0.4 | 105 | 1 | -1 | 5 | -3
O=C(N/N=C\c1ccccc1F)c1ccc(-c2ccccc2)cc1 | -6 | -4 | 0.3 | -5 | -0.5 | 101 | -8 | -6 | -1 | -5

2 entries from above in a different format:
compound	CaV13 ICDI inh	PDI inh	aDG glyco up	Vif inh	iPSC survival up	ABCB6 inh MLPCN	HTR2A ag	N-glyco inh	Exocytosis inh	H9c2 protect
COCCNC(=O)C1(C)CCCN(C(=O)Cc2ccc3ccccc3c2)C1 (centres undefined)	-5	3	0.0	-1	0.6	103	0	2	-1	0
COC(=O)c1ccc(COc2ccccc2/C=N/Nc2cccc(C(=O)O)c2)cc1	-7	0	0.0	13	2.5	100	0	-3	-2	18

Continuation.
SMILES | CaV13 ICDI inh | PDI inh | aDG glyco up | Vif inh | iPSC survival up | ABCB6 inh MLPCN | HTR2A ag | N-glyco inh | Exocytosis inh | H9c2 protect
Cc1ccc(-n2ncc3c(=O)[nH]cnc32)c(C)c1 | -6 | -2 | -0.1 | -15 | 0.3 | 92 | 2 | 1 | 1 | -2
Cc1cc(-c2nc(C)c(C(=O)NNS(=O)(=O)c3ccccc3)s2)no1 | -5 | -4 | -0.1 | 1 | -0.1 | 89 | -1 | 1 | -7 | 4
Cc1ccc(NC(=O)Cn2ccnc2)cc1C | -2 | -4 | 0.1 | -3 | 0.0 | 105 | -2 | 0 | 6 | -4
CN(CC(=O)Nc1cccc(F)c1)C(=O)c1cccc(S(=O)(=O)N2CCN(Cc3ccccc3)CC2)c1 | -9 | 0 | 1.1 | -16 | 1.5 | 89 | 3 | -2 | 4 | -23
Cc1nn(Cc2ccccc2Cl)c(C)c1NC(=O)c1noc2c1CCCCC2 | -5 | -1 | 0.4 | 8 | -1.5 | 98 | 4 | -9 | -2 | -8
COc1cc(SC)ccc1C(=O)NC(C)C | -3 | 1 | -0.1 | 12 | -0.1 | 99 | 0 | 0 | -6 | 1
CC1(C)CC(=O)C/C(=N\NC(=O)Cc2ccccc2)C1 | -3 | 4 | -0.3 | 5 | -1.5 | 97 | 7 | 1 | 2 | 4
N#Cc1ccc(C(=O)NC(=S)NC2CCCCC2)cc1 | -6 | -2 | -0.2 | -4 | -0.4 | 94 | 2 | 3 | 13 | -2
CC1=C(C(=O)N2CCCC(N3CCN(c4cccc(C(F)(F)F)c4)CC3)C2)OCCO1 (centres undefined) | -5 | 12 | -0.1 | 9 | -0.6 | 104 | -6 | 0 | -1 | -2
COc1ccccc1C1C(C(=O)c2cc3ccccc3o2)=C(O)C(=O)N1c1cc(C)on1 (centres undefined) | -9 | -4 | -0.8 | -8 | 2.2 | 107 | 3 | -1 | -3 | 1
CCc1ccc(C(=O)CC2(O)C(=O)N(CN3CCOCC3)c3ccccc32)cc1 (centres undefined) | -5 | -13 | 0.1 | 11 | -0.1 | 90 | -2 | 2 | 3 | -2
COc1ccccc1-c1cc(C(=O)N/N=C/c2ccc(C)o2)c2ccccc2n1 | -5 | 13 | 0.3 | 1 | 0.2 | 97 | -2 | -6 | 4 | 1
COCCn1c(C)nnc1SCC(=O)NNC(=O)c1ccc(Br)cc1 | -5 | 9 | 0.0 | -1 | 0.2 | 97 | -6 | 2 | 3 | 2
O=C(N/C(=C/c1ccco1)C(=O)N1CCc2ccccc21)c1ccco1 | -14 | 2 | 0.0 | -11 | -0.6 | 98 | 0 | 1 | 0 | -2
CC(=O)Nc1cc(-c2ccccc2CN(C)C)cn2c(-c3ccc(F)c(Cl)c3)cnc12 | -6 | -3 | 2.8 | -4 | -1.0 | 96 | 6 | 0 | 4 | 4
O=C(Nc1ccc(Cl)cn1)c1cc2c(s1)-c1ccccc1OC2 | -18 | 0 | 0.1 | -9 | 0.2 | 98 | 6 | 1 | 3 | -6
CCOc1ccc(S(=O)(=O)NCc2ccc(F)cc2)c2cccnc12 | -5 | 7 | 0.1 | · | 1.6 | 95 | 0 | 0 | 0 | 1
COc1ccc(NC(=O)c2cc(-c3cc(F)ccc3OC)n[nH]2)cc1OC | -11 | -9 | -0.4 | 7 | -2.0 | 89 | 10 | 3 | -4 | 30
CC1CCN(C(=O)COC(=O)c2n[nH]c(=O)c3ccccc23)CC1 | -2 | -3 | -0.3 | 3 | 0.1 | 98 | 7 | 3 | 0 | 62*
Cc1cccc(NC(=S)NNC(=O)c2csc(C(C)C)c2)c1 | -3 | -3 | 0.1 | -10 | -1.4 | 98 | -5 | -3 | -1 | -12
O=C(O)CCCCCN1C(=O)/C(=C\c2ccncc2)SC1=S | -5 | -4 | 1.9 | 1 | -1.6 | 99 | 6 | 0 | -1 | -1
CN(C)c1ccc(P(=O)(CC(=O)N/N=C/c2ccc(C#N)cc2)OCCCl)cc1 (centres undefined) | 7 | -7 | -0.6 | -2 | -0.6 | 94 | 5 | -1 | 5 | 5
COC(=O)CCC(=O)OC1(C)C(=O)C=C2C=C(C3CC3)N(C3CCCC3)C=C2C1=O (centres undefined) | -5 | -3 | 0.3 | -4 | 4.3 | 102 | 1 | 0 | -2 | 5
Cc1cc(C)c(N(CC(=O)NCc2ccccc2)C(=O)c2csnn2)c(C)c1 | -2 | 0 | 0.1 | -3 | 0.1 | 97 | -5 | -1 | 3 | -5
CC(C)(C)OC(=O)C[C@@H]1C/C=C\C[C@H](CC(=O)NCCO)C(=O)N2CCC[C@@H]2COC1=O | -12 | -10 | -0.3 | -2 | 1.7 | 100 | 3 | 2 | 3 | 10
CCOc1nc(N(C)C)nc(-n2nnc(C(C)=O)c2C)n1 | · | 4 | 1.0 | 5 | 0.3 | 93 | 2 | -1 | -1 | 3
O=C(c1cc(-c2ccncc2)nc2ccccc12)N1CCCC(C(F)(F)F)C1 (centres undefined) | -11 | 10 | 0.1 | -3 | -3.4 | 97 | 2 | 2 | 0 | 8
N#C/C(=C\Nc1ccc(F)c(Cl)c1)S(=O)(=O)c1ccccn1 | -2 | -6 | 0.0 | -1 | -0.6 | 98 | 4 | -1 | -1 | -3
COc1ccc2nc(N(CCN(C)C)C(=O)c3ccc4c(c3)OCCO4)sc2c1 | -7 | 2 | 0.0 | 3 | -0.6 | 94 | -3 | -2 | -15 | 8
Cc1ccc(C(=O)NCc2ccc(Cl)c(Cl)c2)o1 | -4 | -1 | 0.8 | 24 | -0.6 | 101 | -3 | -5 | 1 | -7

Some of these compounds in order of length of the SMILES, highest first.
SMILES | CaV13 ICDI inh | PDI inh | aDG glyco up | Vif inh | iPSC survival up | ABCB6 inh MLPCN | HTR2A ag | N-glyco inh | Exocytosis inh | H9c2 protect
COc1ccccc1C1C(C(=O)c2cc3ccccc3o2)=C(O)C(=O)N1c1cc(C)on1 (centres undefined) | -9 | -4 | -0.8 | -8 | 2.2 | 107 | 3 | -1 | -3 | 1
O=C(c1cc(-c2ccncc2)nc2ccccc12)N1CCCC(C(F)(F)F)C1 (centres undefined) | -11 | 10 | 0.1 | -3 | -3.4 | 97 | 2 | 2 | 0 | 8
Cc1cccc(NC(=S)NNC(=O)c2csc(C(C)C)c2)c1 | -3 | -3 | 0.1 | -10 | -1.4 | 98 | -5 | -3 | -1 | -12
